GRP78 ERSR act: inducers of ER stress response in human glioma cells. U87-MG GRP78 promoter luciferase reporter, 16 h. 0.02% of 420,000 active. Potency, µM, without a hit: at the highest dose activation, actives largely listed as activators; further: potency means the concentration at half of the fitted maximal effect; series mostly up to about 76 µM; % of control where 0% means no effect; nearly all actives have a fitted effect of over 35% in size
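Stably transfected U87-MG glioma cells carrying a GRP78-based luciferase sensor; 16 h compound incubation. Luminescence end-point read 10 min after Bright-Glo addition at room temperature.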
Vif-A3F inh: Vif-A3F binding inhibition | HeLa A3F-eYFP + Vif (tagged APOBEC3F with the HIV-1 protein that degrades it), YFP fluorescence increase | Potency, µM (series often up to 46.1 µM), inactives show at the highest dose activity, negative = active | 0.2% of 390,000 active; further: potency means the concentration at half of the fitted maximal effect; % of control where 0% means no effect; nearly all actives have a fitted effect of over 65% in size
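HeLa cells stably expressing Vif plus C-terminally eYFP-tagged A3F were seeded, incubated overnight at 37 deg C, dosed with compound, incubated overnight again at 37 deg C. Yellow fluorescence (Ex 488/Em 500-530) reported blocked Vif-mediated A3F-eYFP degradation.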
Vif-APOBEC3G blk: Vif-A3G binding inhibition. 0.076% of 410,000 active. AID 602310. Potency, µM (top dose mostly 46.1 µM), for the others: top-dose activity, negative = active, actives largely listed as inhibitors. HeLa A3G-eYFP + Vif (tagged APOBEC3G with the HIV-1 protein that degrades it), YFP fluorescence, overnight. Q9HC16;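 further: potency means the concentration at half of the fitted maximal effect; on the % scale 0 is the no-effect control and ±100 the full control effect; nearly all actives have a fitted effect of over 60% in size; hits raise eYFP signal because A3G escapes Vif-driven loss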
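HeLa cells stably expressing Vif and C-terminally eYFP-tagged A3G, seeded overnight at 37 deg C, then exposed to compound by pintool overnight at 37 deg C. Rise in yellow fluorescence (Ex 488/Em 500-530, Acumen) marks blocked Vif-driven A3G degradation.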
D1 antag: antagonists of human D1 dopamine receptor. P21728. HEK293 TREx D1 cells, calcium flux, dopamine EC80; stronger effect = lower value. activity change, negative = inhibition, % at 10 µM. 3.2% of 360,000 active; in the data active means activity change below about -30%; further: on the % scale 0 is the no-effect control and ±100 the full control effect
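Cells carrying a force-coupled, tetracycline-inducible human D1 receptor report calcium flux. Each well gets a 10 s baseline, compound with 180 s monitoring, then an EC80 dopamine stimulus with a second 180 s kinetic read.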
D2 potentiator: positively modulates the human D2 dopamine receptor allosterically; HEK293 T-REx D2, calcium flux, EC20 dopamine potentiation; 0.34% of 340,000 active; AID 485347; P14416; potentiation, % at 10 µM;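 active means potentiation over 3 SD above the plate norm, cut at about 30% in these data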; further: 0% is about no effect
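Tetracycline-induced HEK293 T-REx cells force-coupled to calcium signalling expressed D2; compounds were pin-added after a 10 s baseline, read kinetically 180 s, then an EC20 dopamine challenge followed with a further 180 s calcium read.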
D1 agonist: agonists of human D1 dopamine receptor. P21728. HEK293 T-REx D1 cells, calcium flux, agonist mode. activation, % at 2 µM. 1% of 360,000 active; in the data active means activation above about 30%; further: 0% is about no effect
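Inducible HEK293 T-REx D1 cells, force-coupled to calcium signalling, were plated at 4000 cells/well with tetracycline and held overnight at 30 C. After no-wash calcium dye loading, compound-evoked calcium rise over 180 s flagged agonists.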
RXFP1 agonist: RXFP1 (human) receptor agonism; Q9HBX9; HEK293T-RXFP1 cAMP TR-FRET, 30 min; response scale: percent of porcine relaxin response, buffer zero; Potency, µM (doses to about 57.5 µM), inactives show at the highest dose activation, hits mostly activators; 0.3% of 370,000 active; further: potency means the concentration at half of the fitted maximal effect; on the % scale 0 is the no-effect control and ±100 the full control effect; nearly all actives have a fitted effect of over 60% in size; many of its hits are not listed in these tables
Target sequence (Q9HBX9 whole entry, looked up): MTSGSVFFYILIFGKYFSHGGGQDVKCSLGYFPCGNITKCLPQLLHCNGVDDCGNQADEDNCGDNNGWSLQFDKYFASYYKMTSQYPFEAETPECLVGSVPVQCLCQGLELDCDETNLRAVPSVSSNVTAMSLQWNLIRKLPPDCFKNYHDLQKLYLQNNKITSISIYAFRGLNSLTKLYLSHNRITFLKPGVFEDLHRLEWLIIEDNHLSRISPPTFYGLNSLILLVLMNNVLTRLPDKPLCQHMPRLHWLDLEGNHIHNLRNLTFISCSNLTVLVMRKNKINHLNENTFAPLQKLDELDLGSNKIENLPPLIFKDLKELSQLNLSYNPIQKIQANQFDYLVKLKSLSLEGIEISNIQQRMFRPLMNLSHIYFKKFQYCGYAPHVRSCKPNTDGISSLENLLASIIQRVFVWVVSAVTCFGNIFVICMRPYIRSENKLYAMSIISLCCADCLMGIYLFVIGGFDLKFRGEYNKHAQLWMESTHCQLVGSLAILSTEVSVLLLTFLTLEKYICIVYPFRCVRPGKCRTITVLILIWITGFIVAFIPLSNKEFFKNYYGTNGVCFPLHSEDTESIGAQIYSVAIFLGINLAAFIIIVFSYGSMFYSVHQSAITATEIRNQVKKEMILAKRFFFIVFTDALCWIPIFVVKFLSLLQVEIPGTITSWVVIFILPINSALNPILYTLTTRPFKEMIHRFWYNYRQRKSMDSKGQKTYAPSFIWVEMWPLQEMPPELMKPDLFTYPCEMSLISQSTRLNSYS
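cAMP rise read by TR-FRET after 30 min, 37C compound exposure (up to 58 uM) in RXFP1-transfected HEK293 cells with Ro 20174 present. EC50 from Hill-equation fits, with 29 nM porcine relaxin as 100% and buffer as basal.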
D1 potentiator: human D1 dopamine receptor positive modulation | potentiation, % at 10 µM | P21728 | 0.036% of 360,000 active | AID 504651 | HEK293 TREx D1 cells, calcium flux, dopamine EC20 potentiation; in the data active means potentiation above about 30%; further: 0% is about no effect
LDHA block: inhibitors of human lactate dehydrogenase A; purified LDHA, NADH/diaphorase-resazurin fluorescence; stronger effect = lower value; activity change, % (values are at about 110 or 230 µM); 0.15% of 480,000 active; AID 1347041; in the data active means activity change below about -30%; inconclusive means mostly about -25% to -30%;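 further: plate controls were DMSO wells for no effect and wells without enzyme for full effect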
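LDH5 2 nM; NADH 0.06 mM, pyruvate 0.2 mM; 200 mM Tris pH 7.4, EDTA, Tween-20; 5 min RT. Detection: diaphorase 0.133 mg/mL + resazurin 37 µM, fluorescence ex540/em590 at 0 and 20 min; normalized to enzyme-free and DMSO wells.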
* marks the source's active call; other numbers are inactive results; ? = inconclusive; nt = not tested or not shown; & = joins results of further samples. Unless noted, the call rests on the fitted dose curve; in most records, active means well fitted curve in the direction sought with a large enough effect; inconclusive means small, poorly fitted or top-dose-only effect, or another doubt; inactive means no such curve, though single readings can be large; an effect the other way counts as inactive or inconclusive. A portion of the library; the hit share may differ from the screen's.

Below each compound: GRP78 ERSR act	Vif-A3F inh	Vif-APOBEC3G blk	D1 antag	D2 potentiator	D1 agonist	RXFP1 agonist	D1 potentiator	LDHA block
1) Cc1ccc(-c2csc(N3CCN(c4cc5c(cc4Cl)nc(C(C)N)n5CCCO)CC3)n2)cc1 (centres undefined)
  -5%	-9%	1%	-5	nt	3	0.1%	9	-6
2) CCC1C(=O)C(C)(C)C(=O)OC1c1ccc([N+](=O)[O-])cc1 (centres undefined)
  -1%	16%	1%	2	-5	0	-0.4%	-7	-2
3) COc1cccc(NS(=O)(=O)c2ccc3c(c2)N(C(C)=O)CCO3)c1
  -1%	-7%	1%	-11	-3	5	1.5%	-5	-9
4) COc1ccc(CNC(=O)CCC2N=C3c4ccccc4N=C(SCc4cccc(F)c4)N3C2=O)cc1 (centres undefined)
  0%	0%	-5%	3	14	10	2.6%	3	0
5) O=C(COC(=O)Cc1ccc(-c2ccccc2)cc1)NCc1ccc(F)cc1
  0%	-15%	-21%	3	5	10	2.9%	-10	-8
6) Cc1nc2ccccc2cc1OCc1ccc(F)cc1
  6%	1%	2%	-8	13	11	2.9%	0	0
7) O=C(NCc1ccccc1Cl)C1CCC(=O)N(CC2CCCCC2)C1 (centres undefined)
  -5%	-4%	-2%	14	-8	0	-2.6%	-3	0
8) CCN(c1ccc(OC)cc1)S(=O)(=O)c1nnc(NC(=O)C2CCCCC2)s1
  -5%	-12%	-8%	3	-7	0	3.5%	-3	-6
9) COc1ccc(S(=O)(=O)N2CC(=O)Nc3ccccc32)cc1F
  -3%	19%	2%	3	2	1	2.5%	-1	-1
10) O=P(COCCOCP(=O)(c1ccccc1)c1ccccc1)(c1ccccc1)c1ccccc1
  7%	-8%	0%	-6	-5	1	1.7%	7	-3
11) C[C@@H]1CC[C@@]2(OC1)O[C@H]1C[C@H]3[C@@H]4CC=C5C[C@@H](O)[C@H](O)C[C@]5(C)C4CC[C@]3(C)[C@H]1[C@@H]2C (some centres undefined)
  -2%	-5%	0%	-7	11	3	6.7%	-7	-4
12) CCc1cc(=O)oc2c(C)c(OCC(=O)NCc3ccccn3)ccc12
  -5%	-4%	1%	5	11	1	15%	-5	-9&4
13) COc1cc(/C=C/C(=O)OCC(=O)Nc2ccc(Cl)cn2)ccc1O
  -3%	2%	-2%	-5	-8	6	-0.6%	-3	0
14) Cc1ccc(-c2cc(C(=O)Nc3c(C)n(C)n(-c4ccccc4)c3=O)[nH]n2)c(O)c1C
  1%	?	1%	11	-3	2	0.2%	1	1
15) COc1cc(NC(=O)C2CCN(S(=O)(=O)c3ccc4[nH]c(=O)oc4c3)CC2)cc(OC)c1
  -2%	2%	2%	1	-6	5	1.2%	-5	4
16) COC(=O)c1ccc(C(=O)OC)c(NC(=O)Oc2ccccc2)c1
  2%	1%	-3%	-16	-5	0	3.4%	-5	-2
17) CCc1ccccc1NC(=O)CCS(=O)(=O)c1ccc(Br)cc1
  -2%	1%	-1%	-3	2	0	-1.6%	-1	-7
18) CC(=O)Nc1nc(C)c(C(C)(C)C)s1
  -2%	8%	3%	16	5	3	2.0%	-2	-7
19) CCOc1ccccc1C(=O)NCCCn1ccnc1
  1%	-1%	-1%	8	-9	2	-1.1%	-2	-2
20) COC(=O)[C@H]1C[C@@H](c2ccccc2)[C@H](C)C1(C)C
  14%	-5%	0%	7	6	2	0.0%	-2	-7
21) N#Cc1ccc2ccn(CC(=O)NCc3ccccc3)c2c1
  0%	-12%	?	4	-4	9	1.1%	12	1
22) CCN(C[C@H]1N[C@@](Cc2ccccc2)(C(=O)OC)[C@H]2C(=O)N(Cc3ccccc3)C(=O)[C@@H]12)S(=O)(=O)c1ccc(C)cc1
  -5%	7%	0%	nt	nt	nt	nt	nt	1
23) CN(C)c1ccc(C=C2C(=O)OC(C)(C(C)(C)C)OC2=O)cc1 (centres undefined)
  -1%	-8%	1%	9	-7	2	0.4%	-5	-2
24) NC(=O)CC(NC(=O)Cc1cccc2ccccc12)c1ccc(NC2CCCC2)c([N+](=O)[O-])c1 (centres undefined)
  -6%	4%	-1%	nt	nt	nt	nt	nt	-6
25) O=C(Nc1ccccc1Cl)N1CCN(c2ccc3nnc(-c4ccc(F)cc4)n3n2)CC1
  -3%	0%	-2%	-7	1	2	0.5%	3	-4
26) O=C1CN(C(=O)COC(=O)CCNS(=O)(=O)c2ccc(Cl)cc2)c2ccccc2N1
  1%	6%	0%	-5	-4	1	-0.2%	1	-8
27) COc1ccc2sc(-c3ccc(S(C)(=O)=O)cc3)c(C#Cc3cncn3C)c2c1
  4%	0%	-3%	nt	nt	nt	nt	nt	-2
28) CCCc1cc(C(=O)N(C)CC(=O)Nc2ccc(OCC)c(OCC)c2)sc1C
  -1%	6%	-1%	-7	10	-1	0.5%	-3	-2
29) COc1ccc(N(CC(=O)N/N=C(\C)c2ccc(C)cc2)S(=O)(=O)c2ccccc2)cc1
  -3%	-14%	-2%	-1	21	0	-0.2%	0	-3
30) Cc1ccc(S(=O)(=O)NCCc2nnc3ccc(SCC(=O)Nc4nc5ccccc5s4)nn23)cc1
  nt	nt	nt	14	-1	3	2.1%	-6	nt
31) Cc1ccc(NC(=O)c2ccc3c(c2)OCO3)cc1Cl
  1%	-4%	1%	-13	-6	3	0.3%	-4	-9
32) CCc1nnc(NC(=O)c2ccc(-c3ccc(C(C)=O)cc3)o2)s1
  0%	-24%	-3%	-8	-14	-1	-0.8%	-1	0
33) COCCN(C(=O)c1oc2ccccc2c1COC)c1c(N)n(CC(C)C)c(=O)[nH]c1=O
  -2%	-9%	0%	25	11	0	-0.5%	8	-9
34) Cc1nnc(NC(=O)CSc2nccn2C)s1
  -2%	-22%	-6%	14	8	2	-0.4%	-10	0
35) Cc1ccc(C(=O)N2CCN(c3cccc(C)c3C)CC2)o1
  0%	-13%	-24%	3	8	5	2.4%	1	-1
36) O=C(Nc1ccc2ncccc2c1)c1ccccc1
  1%	0%	-1%	-7	-7	3	0.1%	1	-5
37) COc1ccc(C)cc1S(=O)(=O)Nc1cccc(C)c1
  -4%	11%	1%	18	-2	4	-0.9%	-1	-9
38) CC(=O)N[C@H]1[C@H](Oc2ccc3c(c2)CCC2C3CC[C@]3(C)C(=O)CCC23)O[C@H](CO)[C@@H](O)[C@@H]1O (some centres undefined)
  1%	3%	-10%	5	5	0	2.5%	-1	-13
39) CC(N=C1CC(C)(C)CC(=O)/C1=C(/O)CCCN1C(=O)c2ccccc2C1=O)C(=O)O (centres undefined)
  -5%	6%	9%	-3	-6	1	0.6%	-2	-6
40) O=C(NCC(=O)N1CCCC(C(F)(F)F)C1)c1cccs1 (centres undefined)
  5%	5%	-4%	nt	nt	nt	nt	nt	-1
41) N#Cc1c(NC(=O)CSc2nnnn2C2CCCCC2)sc2c1CCCC2
  -2%	2%	1%	6	-10	3	0.0%	-1	-8
42) CCOC(=O)Cn1c(=O)c2c(nc3n2CCN3Cc2ccccc2)n(C)c1=O
  1%	-6%	-5%	1	1	3	-0.2%	-1	1
43) COc1ccc(N2CCc3c(C)nc4c(OC)cc(OC)cc4c32)cc1
  4%	0%	4%	17	nt	0	1.7%	20	0
44) CCOC(=O)c1ccccc1N=Cc1c(O)c2ccccc2oc1=O
  -2%	0%	2%	-2	11	4	3.8%	0	-3
45) CCN(CC)c1ccc(NC2CC(=O)N(CCc3ccc(OC)cc3)C2=O)cc1 (centres undefined)
  0%	?	-7%	-6	14	3	0.2%	-5	27
46) O=C1CC(=O)CC(c2ccccc2Cl)C1
  -2%	5%	1%	22	-13	7	-0.5%	-3	-3
47) O=C(c1ccccc1Cl)N1CCC(c2nc3c(nnn3Cc3ccco3)c(=O)[nH]2)CC1
  -2%	-4%	3%	3	0	1	-0.9%	-2	-4
48) CC(C)(C)c1ccc(C(=O)Nc2ccccc2NC(=O)c2ccco2)cc1
  0%	nt	-7%	-15	-7	3	-0.4%	-8	2
49) CCN(Cc1ccncc1)C(=O)c1cc(COc2c(C)cccc2C)on1
  -4%	-2%	-5%	-25	-14	4	-0.3%	-6	0

An excerpt from above in order of count of non-hydrogen atoms, smallest number first.
Below each compound: GRP78 ERSR act	Vif-A3F inh	Vif-APOBEC3G blk	D1 antag	D2 potentiator	D1 agonist	RXFP1 agonist	D1 potentiator	LDHA block
20) COC(=O)[C@H]1C[C@@H](c2ccccc2)[C@H](C)C1(C)C
  14%	-5%	0%	7	6	2	0.0%	-2	-7
31) Cc1ccc(NC(=O)c2ccc3c(c2)OCO3)cc1Cl
  1%	-4%	1%	-13	-6	3	0.3%	-4	-9
2) CCC1C(=O)C(C)(C)C(=O)OC1c1ccc([N+](=O)[O-])cc1 (centres undefined)
  -1%	16%	1%	2	-5	0	-0.4%	-7	-2
17) CCc1ccccc1NC(=O)CCS(=O)(=O)c1ccc(Br)cc1
  -2%	1%	-1%	-3	2	0	-1.6%	-1	-7
44) CCOC(=O)c1ccccc1N=Cc1c(O)c2ccccc2oc1=O
  -2%	0%	2%	-2	11	4	3.8%	0	-3
49) CCN(Cc1ccncc1)C(=O)c1cc(COc2c(C)cccc2C)on1
  -4%	-2%	-5%	-25	-14	4	-0.3%	-6	0
5) O=C(COC(=O)Cc1ccc(-c2ccccc2)cc1)NCc1ccc(F)cc1
  0%	-15%	-21%	3	5	10	2.9%	-10	-8
11) C[C@@H]1CC[C@@]2(OC1)O[C@H]1C[C@H]3[C@@H]4CC=C5C[C@@H](O)[C@H](O)C[C@]5(C)C4CC[C@]3(C)[C@H]1[C@@H]2C (some centres undefined)
  -2%	-5%	0%	-7	11	3	6.7%	-7	-4
1) Cc1ccc(-c2csc(N3CCN(c4cc5c(cc4Cl)nc(C(C)N)n5CCCO)CC3)n2)cc1 (centres undefined)
  -5%	-9%	1%	-5	nt	3	0.1%	9	-6

Screening data from PubChem BioAssay.
